Imprint erasure – qHTS Assay for Compounds that Induce Erasure of Genomic Imprints | mouse ES Peg3-LacZ reporter, beta-gal luminescence, 40 h | Potency, µM (series often up to 60.7 µM), for inactives: at the highest dose activity change, positive = activation, usual class: activators | 0.02% of 110,000 active | AID 1948, 2009; active means well fitted activation curve with a large enough effect;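 further: 0% = negative control wells on the plate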
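Each well holds 300 Peg3LacZ-Neo (maternal) female ES cells incubated 40 h at 37C, 5% CO2. LacZ is measured by BetaGlo luminescence, with AC50 and maximum efficacy derived from dose-response curves.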
An asterisk follows results filed as active. Potency means the concentration at half of the fitted maximal effect.

#	Structure	Imprint erasure
1	COC(=O)c1cccnc1	-2%
2	C=CCN1C(=O)C(CC(C)C)NC1=S (centres undefined)	-7%
3	CN(C)C/C=C(/c1ccc(Br)cc1)c1cccnc1	-10%
4	CC1(C)OC2CC(=O)OCC23C1CC(=O)C1(C)C3CC[C@@]2(C)[C@H](c3ccoc3)OC(=O)C3OC312 (some centres undefined)	-1%
5	CCCOC(=O)c1ccccc1	3%
6	O=C1NC(=O)[C@@]2(CCOc3ccc(F)cc32)N1	1%
7	COc1cc2nc(N3CCN(C(=O)C4COc5ccccc5O4)CC3)nc(N)c2cc1OC (centres undefined)	-20%

Some of these compounds in order of the Imprint erasure value, largest number first:
nr	mol	Imprint erasure
5	CCCOC(=O)c1ccccc1	3%
6	O=C1NC(=O)[C@@]2(CCOc3ccc(F)cc32)N1	1%
4	CC1(C)OC2CC(=O)OCC23C1CC(=O)C1(C)C3CC[C@@]2(C)[C@H](c3ccoc3)OC(=O)C3OC312 (some centres undefined)	-1%

Some of the compounds tested; count on the stated rates, not on these rows.
